Compound activity (PubChem)
F508del corr: CFTR F508del correction in bronchial cells; CFBE cells, YFP halide quenching; stimulated with forskolin plus potentiator P3; % fluorescence drop versus neutral controls; AID 720511; activity (quench increase), % at 7.58 µM; 350,000 tested, 0.36% active;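 active means mean added fluorescence quench of at least 8% versus neutral control, with both replicates also reaching 8%; inconclusive means only one of the mean or replicate conditions met; inactive means mean below 8% and not both replicates reaching 8%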;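 further: cells transiently co-express mutant CFTR-F508del with the halide-sensitive YFP; corrector assay measuring rescue of mutant channel to the surface after 24 h compound exposure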
DENV2 CPE rescue: protects cells from dengue virus 2 cytopathic effect. DENV2-infected cells, cytopathic effect rescue, plate reader. CPE inhibition, % at 9.99 µM. 350,000 tested, 1.7% active; in the data active means CPE inhibition above about 20%, passing the limit was not always enough; inconclusive means no clear call, values can overlap the other calls; tested in BHK-21 cells;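 further: 0% = median of neutral control wells and 100% = median of positive control wells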
GSIS activator: GLuc luminescence reporter in INS-1E cells, primary screen for activators of glucose-dependent secretion of insulin; activation, % at 16.6 µM; INS-1E GLuc reporter insulin secretion, 2-3 h; 370,000 tested, 0.61% active;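 active means lowest replicate activation of at least 40%, so every replicate reaches that level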;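 further: 0% = median of neutral control wells and 100% = median of IBMX positive control wells; some compounds called inactive have numbers as strong as hits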
ERp5 inh: blocks human ERp5 reductase activity on insulin; ERp5 insulin aggregation, absorbance 650 nm, 90 min; inhibition, % at 9.99 µM; 350,000 tested, 0.05% active; Q15084; AID 651711;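 active means mean replicate inhibition above about 25%, with every replicate also reaching it, limit read from the data, passing the limit was not always enough; inconclusive means only one of those two criteria met; inactive means neither criterion met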
Target sequence (Q15084 whole entry, looked up): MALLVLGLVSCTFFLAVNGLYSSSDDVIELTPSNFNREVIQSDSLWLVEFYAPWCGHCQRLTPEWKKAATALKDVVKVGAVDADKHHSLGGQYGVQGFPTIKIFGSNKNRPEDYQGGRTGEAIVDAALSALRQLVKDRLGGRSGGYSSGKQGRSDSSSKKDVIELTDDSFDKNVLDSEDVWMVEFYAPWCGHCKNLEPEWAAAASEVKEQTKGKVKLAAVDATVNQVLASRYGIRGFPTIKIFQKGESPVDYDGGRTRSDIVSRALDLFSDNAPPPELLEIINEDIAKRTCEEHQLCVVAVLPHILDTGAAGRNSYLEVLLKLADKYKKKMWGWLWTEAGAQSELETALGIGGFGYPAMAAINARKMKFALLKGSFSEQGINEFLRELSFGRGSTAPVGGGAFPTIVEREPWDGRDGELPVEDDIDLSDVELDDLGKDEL
EWS-Fli inh: inhibitors of EWS/Fli oncoprotein transcriptional activity; A673 NR0B1-luciferase reporter, viability-normalised; inhibition, % at 12.6 µM; AID 651661; 350,000 tested, 0.67% active;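 active means mean inhibition of at least 50% after viability correction, with every replicate also passing that limit; inconclusive means mean reaches 50% but only one of two replicates passes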;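 further: firefly luciferase signal divided by Alamar Blue viability fluorescence both relative to DMSO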
PAX8 reporter: inhibitors of PAX8 transcriptional activity in RMG-I cells | RMG-I TPO-luciferase reporter, SteadyGlo, 24 h | inhibition, % at 12.6 µM | 360,000 tested, 1.2% active | AID 652154;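 active means mean replicate inhibition at least 60% with every replicate also reaching 60%; inconclusive means only one of the two criteria is met; inactive means mean below 60% and not all replicates reaching 60%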;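 further: luciferase light reporting Pax8 driven TPO promoter activity; plate controls were median of neutral control wells for no effect and mitoxantrone controls for full effect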
XiGFP reactiv: activators of X-chromosome reactivation in mouse fibroblasts | 360,000 tested, 0.055% active | activation, % at 7.58 µM | XiGFP mouse fibroblasts, % GFP-positive cells imaging, 3 d; cells co-treated with 5-aza-dC sensitizer; scaled so ellipticine positive control = 100% | AID 743238;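 active means mean normalized replicate activation at least 10% and every replicate at or above 10%; inconclusive means only one of the two criteria met; inactive means mean below 10% and not all replicates reach 10%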;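 further: 0% = median of on-plate neutral control wells and 100% = ellipticine 6 µM median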
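material = 68-5-11 XiGFP fibroblast line | medium = DMEM plus 5-aza-dC sensitizer | schedule = 3 days compound exposure | benchmarks = positive control ellipticine, 6 µM final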
ARNT-TACC3 inh: disrupts binding between human ARNT and TACC3. Q9Y6A5. AlphaScreen His-ARNT PAS-B/GST-TACC3 binding, luminescence; TACC3 fragment carries E629A point mutation. inhibition, % at 9.99 µM. 390,000 tested, 0.66% active. AID 623870;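 active means mean inhibition of replicates at least 50% and at least half of replicates each reaching 50%; inconclusive means half or more replicates reach 50% but mean below 50%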;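 further: 0% = complete ARNT plus TACC3 wells and 100% = ARNT alone without TACC3; many hits fall short of the cut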
Numbers without * were called inactive; u = inconclusive; x = no result given; & = joins results of further samples. The order is random; about 4.2% have a hit in one of these screens.

| structure | DENV2 CPE rescue | F508del corr | ERp5 inh | ARNT-TACC3 inh | EWS-Fli inh | XiGFP reactiv | PAX8 reporter | GSIS activator |
| --- | --- | --- | --- | --- | --- | --- | --- | --- |
| O=C(Nc1ccc(F)cc1F)c1ccc2nc(N3CCOCC3)sc2c1 | -2 | -6.3 | -2 | -5 | -29 | 0.0 | 7 | -7 |
| CC(=O)NCCC(=O)N1CCCC(N2CCN(c3cccc(Cl)c3)CC2)C1 (stereo not drawn) | -2 | 1.8 | -1 | -2 | -37 | 0.0 | -48 | -5 |
| CS(=O)(=O)N(CC(=O)NCCSCc1cccc(Cl)c1)c1ccc(F)cc1 | -2 | 1.0 | 6 | -1 | 8 | 0.0 | -10 | -13 |
| COc1cccc(C(=O)O/N=C(\N)CS(=O)(=O)c2ccccc2)c1 | -3 | -1.9 | 3 | -1 | x | 0.0 | x | 18 |
| O=C(c1cccc(S(=O)(=O)N2CCCC2)c1)N1CCN(Cc2ccccc2)CC1 | -10 | 0.5 | 0 | 5 | -1 | 0.2 | -8 | 17 |
| CCN1CCN(c2ccc(S(=O)(=O)N3CCCCC3)cc2NC(=O)c2ccc(F)cc2)CC1 | 3 | x | 2 | 0 | 12 | 0.2 | -17 | -19 |
| Cc1ccc(CC(=O)Nc2ccc(S(=O)(=O)N3CCOCC3)cc2)cc1 | 10 | 1.5 | -1 | x | 12 | 0.2 | 2 | -6 |
| C[C@@H]1CN([C@H](C)CO)C(=O)c2cccc(NC(=O)Nc3cccc4ccccc34)c2O[C@H]1CN(C)C(=O)Nc1cccc2ccccc12 | 3 | 2.2 | 11 | 11 | 20 | 0.2 | x | -14 |
| CN(C)CC(=O)N1[C@@H]2c3ccc(C4=CCCC4)c(=O)n3C[C@H]1[C@H](CO)[C@H]2C(=O)NCC1CC1 | -2 | 0.2 | 15 | 44 | 3 | 0.0 | x | 17 |
| Cc1noc(C)c1S(=O)(=O)Nc1ccc2c(c1)CC(=O)N([C@@H](C)CO)C[C@@H](C)[C@@H](CN(C)C)O2 | -4 | -3.2 | -3 | -6 | -9 | -0.5 | -19 | 3 |
| CN(C)C(=O)C[C@H]1CC[C@@H](NC(=O)C2CC2)[C@H](CO)O1 | -2 | 2.2 | 6 | 4 | 1 | -0.2 | x | -4 |
| O=C(COc1ccccc1)N1CCN=C1SCc1cccc(F)c1 | -5 | 2.4 | -1 | -4 | 5 | -0.1 | 1 | -31 |
| CC(C)Oc1cccc(C(=O)N2CCCC2)c1 | 0 | -0.5 | 1 | -3 | -10 | 0.4 | 0 | 5 |
| O=C(OCc1ccccc1)N1Cc2ccnnc2CC1c1ccccc1-c1ccc(C(F)(F)F)cc1 (stereo not drawn) | -3 | -2.4 | -5 | x | 2 | 0.4 | 15 | -24 |
| CCCC(=O)N1CC2(C1)CN(S(C)(=O)=O)[C@@H](CO)c1c2c2ccc(OC)cc2n1C | 0 | 0.7 | -2 | x | -9 | -0.1 | 39 | 12 |

Reprinted from the part before: 2 compounds; new compounds follow.
| structure | DENV2 CPE rescue | F508del corr | ERp5 inh | ARNT-TACC3 inh | EWS-Fli inh | XiGFP reactiv | PAX8 reporter | GSIS activator |
| --- | --- | --- | --- | --- | --- | --- | --- | --- |
| O=C(OCc1ccccc1)N1Cc2ccnnc2CC1c1ccccc1-c1ccc(C(F)(F)F)cc1 (stereo not drawn) | -3 | -2.4 | -5 | x | 2 | 0.4 | 15 | -24 |
| CCCC(=O)N1CC2(C1)CN(S(C)(=O)=O)[C@@H](CO)c1c2c2ccc(OC)cc2n1C | 0 | 0.7 | -2 | x | -9 | -0.1 | 39 | 12 |
| Cc1cc(N/N=C/c2ccc([N+](=O)[O-])o2)nc2ccccc12 | 2 | -0.1 | -3 | 2 | -25 | 43* | -7 | 0 |
| C[C@@H]1CN([C@H](C)CO)C(=O)Cc2cc(NS(=O)(=O)c3ccccc3)ccc2O[C@H]1CN(C)Cc1ccc(Cl)c(Cl)c1 | 33* | -2.7 | 0 | 6 | -3 | 0.0 | 16 | -11 |
| COc1ccc(C2Nc3ccccc3C(=O)N2NS(C)(=O)=O)cc1OC (stereo not drawn) | 0 | -0.9 | -2 | x | 0 | 0.2 | -10 | -1 |
| CC(=O)NC(Cc1cccc(F)c1)C(=O)NC1CCN(c2ncccc2[N+](=O)[O-])CC1 (stereo not drawn) | -3 | -2.0 | -10 | 1 | -7 | 0.3 | -7 | 19 |
| C/C=C/c1ccc2c(c1)O[C@@H](CN(C)C(=O)C1CCOCC1)[C@@H](C)CN([C@H](C)CO)S2(=O)=O | -3 | -1.4 | -4 | -10 | 4 | -1.3 | x | 12 |
| COc1ccc(Cc2c(-c3cccc(Cl)c3)nc3ccc(Br)cn23)c(C)c1 | -1 | -0.6 | 2 | x | -105 | -0.1 | -152 | -4 |
| C[C@@H]1CN([C@H](C)CO)S(=O)(=O)c2ccc(C#CC3CC3)cc2O[C@@H]1CN(C)C | -2 | -1.9 | -2 | -2 | 12 | 0.0 | x | 3 |
| Cc1cc(=O)oc2c(CN3CCCC3)c(O)ccc12 | -4 | -1.2 | 0 | 10 | -1 | 0.0 | -22 | -1 |
| O/N=C1\CCSc2ccc(F)cc21 | 0 | -1.0 | 3 | 1 | 4 | 0.7 | -2 | -6 |
| C[C@H]1CN([C@@H](C)CO)C(=O)Cc2cc(NC(=O)CCC(F)(F)F)ccc2O[C@H]1CN(C)C(=O)Nc1ccc(F)cc1 | -4&9 | 0.6&0.0 | 4&-9 | -3 | -4&-4 | 2.1&0.0 | 6 | 4&-4 |
| C[C@H]1CN([C@@H](C)CO)C(=O)Cc2cc(NC(=O)NC3CCCCC3)ccc2O[C@H]1CN(C)S(=O)(=O)c1ccccc1 | -4 | 2.5 | -4 | 2 | 9 | 0.0 | -14 | -7 |
| COC(=O)[C@H]1[C@H](CO)[C@H]2Cn3c(ccc(-c4cccc(F)c4)c3=O)[C@H]2N1CC1CC1 | 3 | 2.1 | -7 | -4 | 4 | -0.1 | x | 1 |
| Cc1occc1C(=O)N/N=C/c1ccc(-c2ccccc2)cc1 | 0 | 1.2 | 4 | x | 17 | 0.5 | -127 | -5 |
| C=C(C)CCC1(C)NC(=O)N(c2ccccc2)N1 (stereo not drawn) | 2 | -2.4 | -1 | 0 | -8 | 0.4 | -2 | -9 |
| COc1ccc(NC(=O)N(C)C[C@@H]2Oc3ccc(NC(=O)Cc4cn(C)c5ccccc45)cc3CC(=O)N([C@@H](C)CO)C[C@H]2C)cc1 | 4 | -2.1 | 0 | 10 | 2 | 0.3 | -24 | -10 |
| N[C@@H](CO)c1nnc([C@H](Cc2ccc(O)cc2)NC(=O)C2CCNCC2)o1 | 0 | 0.2 | -4 | 3 | -4 | 0.1 | -15 | 22 |
| CCNC(=O)[C@@H]1[C@@H](CO)[C@@H]2Cn3c(ccc(-c4ccccc4OC)c3=O)[C@@H]2N1S(C)(=O)=O | -7 | -2.7 | -5 | 4 | -2 | 1.3 | x | 10 |
| COC(=O)[C@@]1(Cc2ccccc2)C=C[C@@H](C)N1C(C)=O | 0 | -0.7 | 3 | -2 | -10 | -0.1 | -19 | 4 |
| CCOc1cc(NC(=S)NC)c(OCC)cc1NC(=O)c1ccco1 | x | x | x | 5 | x | 0.1 | -3 | 5 |
| COc1cc(/C=N/NC(=O)c2ccncc2)cc(OC)c1OC | -4 | -2.5 | -1 | -28 | -8 | 0.0 | 4 | 15 |
| CC(C)CN(C(=O)C1=COCCO1)c1c(N)n(Cc2ccccc2)c(=O)[nH]c1=O | -9 | 3.3 | 3 | x | -3 | 0.1 | -2 | x |
| CCC(CC)N1CCN(CCc2ccccc2)C(CCO)C1 (stereo not drawn) | 0 | -2.8 | -1 | -8 | 6 | 0.0 | 5 | -23 |
| CC(=O)Nc1ccc(C(=O)OCC(=O)c2ccc(F)cc2)cc1 | 5 | x | 6 | -2 | 7 | -0.1 | 20 | 5 |
| O=C(CSc1ccccc1)Nc1nccs1 | -2 | 0.1 | -1 | x | -24 | 0.0 | -3 | 1 |
| CCOc1ccc(NS(=O)(=O)c2ccc(C(=O)NCc3ccccn3)cc2)cc1 | 10 | 2.3 | 4 | -1 | 0 | -0.1 | -11 | -6 |
| CC(=O)Oc1ccc(Cl)cc1CN(C(C)=O)C1CCCCC1 | 13 | -2.7 | 9 | -9 | -3 | 0.0 | -2 | -19 |
| CCN(C(=O)CSc1n[nH]c(N)n1)c1cccc2ccccc12 | -4 | 4.5 | 3 | 3 | -5 | 0.0 | -2 | -3 |
| COc1ccc(C(=O)COC(=O)c2cc(=O)[nH]c3ccccc23)c(OC)c1 | 11 | 1.0 | 6 | -5 | -47 | 0.1 | -11 | 0 |
| CCOc1ccc(Nc2ccc(S(=O)(=O)N3CCOCC3)cc2[N+](=O)[O-])cc1 | 9 | -1.8 | 2 | x | 3 | 0.0 | 11 | -24 |
| COc1ccc(-c2csc(NC(=O)CSCC(=O)Nc3cc(C)on3)n2)cc1OC | u | -2.6 | 1 | x | -3 | 0.3 | -12 | 22 |
| CCOC(=O)c1nc(C)nc(Sc2n[nH]c(-c3ccccc3)n2)c1C | -7 | 1.5 | 2 | -2 | 4 | -0.1 | 1 | 6 |
| Cc1ccc(C(=O)NNC(=O)c2cc(C)nc3ccccc23)cc1 | -4 | -2.7 | -5 | 1 | -9 | -0.1 | -12 | 3 |
| C[C@@]12C(=O)Nc3cc(Cl)ccc3C(=O)N1[C@H]1c3cc(Br)ccc3OC[C@@H]1[C@@H]2c1ccccc1 | 10 | -1.5 | 3 | -1 | 39 | -0.2 | 50 | -13 |
| Cc1ccc(/C=C2/CNC/C(=C/c3ccc(C)cc3)C2=O)cc1 | -1 | -8.9 | -10 | -8 | 53* | 0.0 | 31 | 9 |
| CNC[C@@H]1OCCCC[C@@H](C)Oc2ccc(N)cc2C(=O)N([C@@H](C)CO)C[C@H]1C | x | 0.3 | x | x | 3 | 0.2 | -10 | 16 |
| Cc1nc(-c2ccccc2)cc(-c2ccccc2)n1 | 14 | 2.1 | -3 | -6 | -4 | -0.1 | 18 | 15 |
| O=C(c1cc(F)ccc1F)C1CCCN(C(=O)c2ccc3nccnc3c2)C1 (stereo not drawn) | -3 | 3.3 | 0 | 5 | -23 | 0.0 | -20 | 17 |
| O=C(NC1CCCCC1)N1CC(=O)N2[C@H](C1)[C@H](c1ccc(-c3ccncc3)cc1)[C@@H]2CO | 18 | -1.9 | -5 | x | 7 | 0.0 | x | -8 |
| Cc1ccc(C2=NN(S(C)(=O)=O)C(c3ccc4c(c3)OCO4)C2)cc1 (stereo not drawn) | -7 | -1.9 | -5 | 0 | -59 | 0.0 | -44 | -7 |
| CC(C)n1cnc2c(oc3ccccc32)c1=O | 17 | 3.7 | -3 | -4 | -66 | 0.0 | -16 | -6 |

Whole records from above. Values in the order: DENV2 CPE rescue, F508del corr, ERp5 inh, ARNT-TACC3 inh, EWS-Fli inh, XiGFP reactiv, PAX8 reporter, GSIS activator
CCOc1ccc(NS(=O)(=O)c2ccc(C(=O)NCc3ccccn3)cc2)cc1 in the list: 10, 2.3, 4, -1, 0, -0.1, -11, -6
C[C@@H]1CN([C@H](C)CO)S(=O)(=O)c2ccc(C#CC3CC3)cc2O[C@@H]1CN(C)C in the list: -2, -1.9, -2, -2, 12, 0.0, x, 3
